NLRP3 yeast inh: NALP3 inflammasome inhibitors in reconstituted yeast, primary screen, luminescence, uHTS. Yeast reconstituted NLRP3/ASC/caspase-1, beta-gal luminescence, 24 h. inhibition, % at 10 µM. 330,000 compounds, 0.39% hits;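 active means inhibition of 50% or more; inactive means inhibition below 50%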;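 further: plate controls were induced DMSO wells for no effect and uninduced yeast grown without galactose for full effect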
TIM10 inh: growth inhibitors of isogenic TIM10 control yeast, primary screen, counter-screen for tim10-1 yeast inhibitor project, luminescence, uHTS; S. cerevisiae TIM10 strain growth, BacTiter-Glo luminescence, 24 h; inhibition, % at 10 µM; 330,000 compounds, 1.4% hits; AID 463195, 2010;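 active means inhibition of 40% or more at the single tested concentration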;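 further: wild-type TIM10 isogenic control strain grown at permissive 25 °C; 0% = DMSO yeast wells and 100% = minimal medium wells without yeast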
tim10-1 inh: growth inhibitors of tim10-1 mutant yeast, primary screen, luminescence, uHTS. AID 463190, 2010. 330,000 compounds, 2.2% hits. inhibition, % at 20 µM. S. cerevisiae tim10-1 ts strain growth, BacTiter-Glo, 24 h;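 active means inhibition of at least 40%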;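 further: mutant grown at 25 °C; 0% = DMSO wells with yeast and 100% = wells holding no yeast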
MPTP inh: mitochondrial permeability transition pore inhibitors, primary screen, biochemical, isolated mouse mitochondria, absorbance; Ca2+ swelling absorbance, 30 min; inhibition, % at 10 µM; 360,000 compounds, 1.4% hits; AID 602449, 2012;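 active means inhibition of 50% or more, scaled per plate between neutral and stimulator controls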;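 further: 0% = DMSO wells given calcium and 100% = 1 mM EGTA wells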
tim23-1 inh: growth inhibitors of tim23-1 mutant yeast, primary screen, luminescence, uHTS | S. cerevisiae tim23-1 growth, BacTiter-Glo luminescence, 24 h | inhibition, % at 20 µM | 330,000 compounds, 1.3% hits | AID 463212, 2010;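 active means growth inhibition of the mutant yeast at or above 50%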;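 further: temperature-sensitive mutant grown at 25 °C; plate controls were DMSO-treated mutant yeast for no effect and medium wells lacking yeast for full effect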
APJ agonist: agonists of human apelin receptor APJ, primary screen, CHO-K1 cells, PathHunter beta-arrestin, luminescence; P35414; 0% DMSO wells, 100% apelin; activation, % at 20 µM; 330,000 compounds, 0.11% hits; AID 2520, 2010;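 active means activation more than six SD over the plate average, tested at 20 µM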;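 further: 0% = DMSO alone and 100% = apelin-13 at 10 nM; some results filed as inactive read as strong as hits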
Target sequence (P35414 whole entry, looked up): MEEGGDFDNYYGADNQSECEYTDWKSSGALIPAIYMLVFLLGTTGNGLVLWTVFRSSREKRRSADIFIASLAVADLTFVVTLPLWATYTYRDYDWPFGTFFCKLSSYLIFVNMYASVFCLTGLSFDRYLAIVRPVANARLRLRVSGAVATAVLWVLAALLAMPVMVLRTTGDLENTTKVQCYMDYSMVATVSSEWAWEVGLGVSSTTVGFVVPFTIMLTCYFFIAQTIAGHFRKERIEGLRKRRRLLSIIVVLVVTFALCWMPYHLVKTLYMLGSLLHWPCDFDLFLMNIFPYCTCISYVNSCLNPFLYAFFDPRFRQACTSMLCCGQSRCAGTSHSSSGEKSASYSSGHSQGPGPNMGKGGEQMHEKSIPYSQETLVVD
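Assay system: engineered CHO-K1 APJ arrestin reporter cells; Amount: 1000 CHO-K1 reporter cells seeded per well; Dosing: one dose, 20 µM compound, 1% DMSO; Times: compound stimulation 90 min at 25 °C, detection 60 min; Measured by: luminescent beta-gal fragment complementation, chemiluminescent substrate; Read-out: APJ–arrestin association signal; Controls: DMSO vs Apelin-13 10 nM.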
APJ antagonist: antagonists of human apelin receptor APJ, primary screen, CHO-K1 cells, beta-arrestin complementation, luminescence. AID 2521, 2010. inhibition, % at 20 µM. 330,000 compounds, 0.32% hits. P35414;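 active means inhibition above about 40% at 20 µM, limit read from the data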;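 further: cells challenged with 10 nM apelin-13 agonist together with compound; plate controls were apelin-13 plus DMSO wells for no effect and DMSO wells lacking apelin-13 for full effect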
MIN6 prolif: inducers of MIN6 beta-cell proliferation, primary screen, ATP luminescence, uHTS. MIN6 cells proliferation, ATPlite luminescence, 48 h; cells starved in 0.2% serum; 100% = growth in 10% serum. proliferation, % at 10 µM. 330,000 compounds, 0.29% hits. AID 2380, 2010;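 active means compounds whose signal lies at least 3.5 SD above the mean of all wells on their plate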;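 further: 0% = DMSO-treated cells in low-serum medium and 100% = 10% serum control; some compounds called inactive have numbers as strong as hits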
GRIN3A LBD mod: binders of NR3A ligand-binding domain, primary screen, biophysical, differential scanning fluorimetry, uHTS; NR3A LBD differential scanning fluorimetry, Tm shift; 0% = protein alone, 100% = glycine-bound protein; Glutamate receptor ionotropic, NMDA 3A (GRIN3A) ligand-binding domain; 340,000 compounds, 2.5% hits; Tm shift relative to glycine control, % at 25 µM; AID 1259313, 2017;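 active means melting temperature shift of at least 10% of the positive control shift, at one fixed dose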
Starred values were filed as active, the others as inactive; nt = no result given.

SMILES	NLRP3 yeast inh	TIM10 inh	tim10-1 inh	MPTP inh	tim23-1 inh	APJ agonist	APJ antagonist	MIN6 prolif	GRIN3A LBD mod
C[C@]12CCC[C@H](O1)c1c(cc3c(c1O)C(=O)c1c(O)cc(O)cc1C3=O)O2	19	7	19	19	21	-7	-3	-6	7
Nc1nc(C2CC(=O)OC23CCCCC3)cs1 (centres undefined)	8	-13	5	-1.7	16	7	0	0	0
O=C(NCc1nnc(SCC(=O)N2CCN(c3ccccc3)CC2)o1)c1ccco1	3	4	5	-0.8	3	-2	14	0	1
COC(=O)c1ccccc1NC(=O)CSc1nnnn1C	16	2	6	-1.3	7	5	2	-2	2
CCOC(=O)c1ccc2cccc(C)n2c1=O	11	2	11	-2.1	5	0	12	-1	-1
Cc1ccc(SCC(=O)NCc2ccco2)cc1	9	-18	11	-3.2	3	0	2	0	0
CCc1cccc(CC)c1NC(=O)C1CSC2(C)CCC(=O)N12 (centres undefined)	-19	2	8	-0.1	8	-5	19	0	1
Cc1ccc(S(=O)(=O)N2CCN(c3nc4ccccc4nc3-n3nc(C)cc3C)CC2)cc1	7	8	31	-2.7	40	-4	0	-2	3
Cc1ccccc1C(=O)OC(C)CN1CCN(C)CC1 (centres undefined)	3	9	11	1.3	-8	-1	3	-1	-1
Cc1cc(C(=O)CS(=O)(=O)c2ccc(Cl)cc2)cc(C)c1O	8	-30	-7	0.1	-5	-4	-6	3	1

2 neighbouring compounds out of the list so far, for reference:
SMILES	NLRP3 yeast inh	TIM10 inh	tim10-1 inh	MPTP inh	tim23-1 inh	APJ agonist	APJ antagonist	MIN6 prolif	GRIN3A LBD mod
Nc1nc(C2CC(=O)OC23CCCCC3)cs1 (centres undefined)	8	-13	5	-1.7	16	7	0	0	0
O=C(NCc1nnc(SCC(=O)N2CCN(c3ccccc3)CC2)o1)c1ccco1	3	4	5	-0.8	3	-2	14	0	1

New compounds follow
SMILES	NLRP3 yeast inh	TIM10 inh	tim10-1 inh	MPTP inh	tim23-1 inh	APJ agonist	APJ antagonist	MIN6 prolif	GRIN3A LBD mod
CCCCCC(=O)Nc1cccc(C2=NOC3(C2)C[C@@H](C(N)=O)N(C(=O)Cc2ccc([N+](=O)[O-])cc2)C3)c1 (some centres undefined)	15	4	-4	-1.5	-1	-2	16	0	-4
CN(C)CCCCCN(C)Cc1cc2ccccc2o1	19	10	18	0.9	12	-1	-7	-1	1
COc1ccc(C(=O)NCc2nnc(SCC(=O)Nc3cccc(F)c3)o2)cc1	-8	8	7	1.9	1	0	-5	-2	-2
CCOC(=O)C1=C(C)N(C[C@@H]2CC[C@@H](Cc3ccc4cc(OC)ccc4c3)O2)C(=O)NC1c1ccc(OC)cc1 (some centres undefined)	nt	2	17	3.0	41	nt	nt	nt	-3
CC(C)CNS(=O)(=O)c1ccccc1C(=O)N1CCCCC1	6	-11	23	1.3	18	-1	2	-3	-1
COc1cc(OC)cc(C(=O)NCCOC23CC4CC(CC(C4)C2)C3)c1	-2	4	45*	-1.9	24	2	13	1	-2
Cc1c(NC(=S)/C=C2\N(C)c3ccccc3C2(C)C)c(=O)n(-c2ccccc2)n1C	-5	-2	25	-2.0	9	-7	7	-5	-1
CCCCN1C(N)=NC[C@@H]1Cc1ccc(O)cc1	13	6	4	-1.0	4	-5	1	1	0
CN(Cc1ccccc1)c1nc2c(c(=O)[nH]c(=O)n2C)n1CCCc1ccccc1	-3	16	21	1.5	21	5	5	-4	-1
O=C(Nc1ccc2c(c1)C(=O)NC2=O)c1ccc(Cl)s1	7	-17	19	-0.6	-3	-2	11	-1	1
O=C(NC1CCCCC1)c1cc2ccccc2cc1O	8	-14	13	115*	23	13*	-54	-6	-1
O=C(c1cccnc1)N1CCN(c2ccc(Cl)cc2)CC1	-11	-11	6	0.9	5	0	4	-2	-2
CC(C)NS(=O)(=O)c1ccc(NC(=O)NC2CCCCC2)cc1	-12	7	3	1.1	5	-1	-15	1	-1
CCn1c(SCC(=O)N2CCOCC2)nc2ccccc21	7	-16	-9	-0.6	0	-3	-18	2	1
O=C(CSCc1ccccc1)NCCCN1CCOCC1	6	-5	5	0.1	13	-3	1	-2	0
Cc1ccc(S(=O)(=O)/N=C(/Nc2ccc3[nH]c(=O)[nH]c3c2)c2ccccc2)cc1	14	-6	9	0.6	3	-3	1	-2	-2
CC(C)Cn1cc(C(=O)NCCCN2CCC(C)CC2)c2c3ccccc3n(C)c2c1=O	4	7	10	1.1	2	-2	-16	-3	-3
COc1ccccc1CC(=O)Nc1ccc(F)cc1F	15	1	4	-2.2	-5	-2	3	-1	-4
COC(=O)c1cc(NC(=O)Cn2c(=O)cnc3ccccc32)cc(C(=O)OC)c1	12	2	12	0.3	-13	-4	12	-2	0
Cc1ccc(NC(=O)c2cccnc2C(=O)O)nc1	-1	6	-11	0.4	16	-3	13	0	-1
COCC(=O)Nc1cc(OC)ccc1OC	11	5	4	0.0	12	-1	4	1	0
C=CCn1c(CSc2ccc(C)cc2)n[nH]c1=S	6	14	20	1.2	23	-2	31	-1	1
O=C(Nc1ccc(Cc2ccc(NC(=O)N3CCOCC3)cc2)cc1)N1CCOCC1	10	-5	16	-1.4	-3	2	12	0	0
Cc1cccc(C)c1-n1c(C)cc(/C=N\Nc2ccc([N+](=O)[O-])cn2)c1C	1	-1	27	4.1	13	-2	18	-5	0
CCOC(=O)Cn1c(=NC(=O)C2CC2)sc2c(C)cc(C)cc21	-11	14	13	2.3	7	-1	-3	0	4
CCCNC(=O)CN(C)C(=O)c1n[nH]c2ccccc12	-4	5	5	-0.3	-3	0	11	1	1
CCOC(=O)C(Cc1ccc(NC(=O)/C(=C/c2ccccc2)NC(=O)c2ccccc2)cc1)N1C(=O)c2ccccc2C1=O (centres undefined)	12	10	16	-0.1	-3	-3	13	-3	-3
COc1ccc(-c2cc(C(=O)O)no2)cc1	14	11	10	-2.7	25	-1	5	-4	2
CN(C)CCNC(=O)c1ccc(COCC(F)(F)F)cc1	2	10	23	-0.9	14	-1	14	-2	3
Cn1nc(C(F)(F)F)c(-c2ccc(F)cc2)c1NC(=O)c1ccco1	-9	8	1	3.5	9	-3	14	1	0
CC(C)(C)C(=O)NC1CC2CCCC(C1)N2C(=O)Nc1ccccc1F (centres undefined)	0	-9	3	-1.2	0	1	-15	-2	2
COc1cc(NS(=O)(=O)c2ccc(OC)c(OC)c2)cc(OC)c1	10	-9	9	2.7	7	2	-20	-2	4
[O-][n+]1onc2c1CCc1[nH]c(-c3ccccc3)nc1-2	9	13	11	-3.4	11	-1	1	-2	2
CN(C)c1ccc(C(CNS(=O)(=O)c2ccc(F)cc2)c2c[nH]c3ccccc23)cc1 (centres undefined)	-7	17	12	5.8	10	13	-13	-3	16*
O=C(NCc1nnc(SCC(=O)N2CCCc3ccccc32)o1)c1ccccc1F	0	-24	23	-1.4	19	-2	3	-3	1
Cc1ccc2[nH]c(=O)c3cc(C(=O)N(C)C4CCCCC4)sc3c2c1	-31	8	18	0.8	12	1	7	-2	0
COc1ccccc1NS(=O)(=O)c1cccc(-n2c(O)c(C=Nc3ccccc3C(=O)O)c3ccccc3c2=O)c1	15	5	16	3.1	24	5	-2	-5	2
COc1cc(C(=O)Nc2cc(C)ccc2C)ccc1OCc1c(C)noc1C	2	-2	14	0.1	-3	5	3	0	-1
O=C(CCc1ccccc1)N1CCN(c2ccc([N+](=O)[O-])cc2)CC1	31	6	2	-0.7	26	-1	13	-3	2
COc1ccc(-c2noc(CNC(=O)c3ccoc3C)n2)cc1OC	16	6	-1	-1.5	-7	0	9	0	-1
CCOc1cc(N2CCOCC2)c(OCC)cc1NC(=O)COc1ccccc1[N+](=O)[O-]	3	6	16	2.3	5	8	-7	0	-2
CCOC(=O)N1CCN(c2c(NCc3cccs3)c(=O)c2=O)CC1	12	3	1	-3.6	-2	-3	20	-2	-1
CS(=O)(=O)Nc1ccccc1C(=O)Nc1ccc2c(c1)OCCO2	3	3	13	2.6	-8	-4	7	-1	4
Cc1cc2n(n1)SC(Nc1ccc(F)c(Cl)c1)N2 (centres undefined)	17	30	34	15	35	-2	10	-4	-8
O=C(Nc1ccccn1)[C@@H]1CCC(=O)N1C(=O)OCc1ccccc1	-1	-12	5	10	3	-3	-14	0	0
Cc1ccc(NC(=O)CN2CCN(c3ccccn3)CC2)cc1S(=O)(=O)N(C)C	6	9	7	-0.5	7	-3	-5	-2	-2
CN1CCc2c(OCC(=O)N3CCCc4ccccc43)cccc2C1=O	-9	2	18	4.3	15	-3	4	-3	1
O=C(c1cc2nc(-c3ccc(F)cc3)cc(C(F)(F)F)n2n1)N1CCCCC1c1cccnc1 (centres undefined)	7	35	39	90*	26	4	2	-7	-2
CCOC(=O)C1CCN(C(=O)c2cc3cc4ccc(C)cc4nc3o2)CC1	6	21	16	0.6	58*	0	-7	-2	-1
CC(=O)N1CCOc2ccc(S(=O)(=O)N3C(C)CCCC3C)cc21 (centres undefined)	5	-3	30	-1.5	14	-2	-1	1	-1
Other compounds
SMILES	NLRP3 yeast inh	TIM10 inh	tim10-1 inh	MPTP inh	tim23-1 inh	APJ agonist	APJ antagonist	MIN6 prolif	GRIN3A LBD mod
c1ccc(-c2cc(N3CCCCC3)nc(-c3ccccc3)n2)cc1	0	22	8	22	21	-1	18	-4	-5
CCCCOc1ccc(C(=O)N/C(=C/C=C/c2ccccc2)C(=O)NCCO)cc1	22	9	1	1.0	16	-2	43*	1	-1
O=C(Nc1ccc(OCc2ccccc2)cc1)c1cccnc1	25	1	-3	1.6	-1	6	-5	-3	2
Cc1ccc(C(=O)Oc2ccc([N+](=O)[O-])cc2)cc1S(=O)(=O)N1CCCCCC1	-10	21	11	1.1	23	-2	19	-5	13*
CC(C)N(C(=O)CSc1nnc(Cc2ccc3c(c2)OCO3)n1C)C(C)C	-1	-4	2	-2.0	10	1	-10	-2	1
Cc1cccc(-c2nnc(SCCOc3ccc4c(C)cc(=O)oc4c3)o2)c1	25	5	24	3.6	32	-5	30	-1	1
O=S(=O)(c1ccc(F)cc1)N1CCN(c2ncccn2)CC1	23	-12	-6	-0.3	15	-2	-16	1	0
CC(C)c1nc2sc3c(=O)n(N)cnc3c2c2c1COC(C)(C)C2	11	5	13	0.0	-17	-2	4	0	-1
Cc1ccc(C2=NS(=O)(=O)N(C)C(C(=O)NC3CCCC3)=C2)cc1	12	-6	2	2.0	-7	-4	0	-4	4
Cc1nc(SCC(=O)NC(=O)NCc2ccco2)nc(C)c1C	9	-4	5	-0.4	-6	0	3	3	-1
O=c1[nH]cnc2c1c(-c1ccccc1)cn2-c1ccccc1	-26	24	34	1.0	34	-2	5	-2	-1
COc1cc(/C=N/NC(=O)Cc2c[nH]c3ccccc23)cc(OC)c1OC	10	24	13	0.2	12	-3	-9	0	-2
NS(=O)(=O)c1ccc(CCNC(=O)c2cc3ccccc3oc2=O)cc1	4	-1	-11	1.0	12	-1	7	1	1
COC(=O)c1c(NC(=O)C(C)C)sc2c1CCN(Cc1ccccc1)C2	13	-14	-29	1.0	9	-5	5	-2	0

Assay outcomes as filed in PubChem.
